MT stabilize HCS – stabilizes microtubules in HeLa cells. hit rate 0.83% among 200,000. AID 2205. HeLa tubulin immunostaining HCS, 24 h; share of cells brighter than vehicle mean+2SD. % tubulin-high responders, % at 10 µM;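 active = plate Z-score above 3 for both tubulin-high and condensed-nucleus cell shares, with cell loss under 80%, at 10 µM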;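 note: anti alpha tubulin signal scored within the nucleus-defined area of each cell; some results filed as inactive read as strong as hits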
Yfh1-off respiration – enhancers of respiration in Yfh1-depleted yeast, dose response, Friedreich's ataxia, plus single-dose screen (AID 1465) | fold induction at 50 µM; hits with a dose series show EC50 in µM | hit rate 0.074% among 220,000 | S. cerevisiae Yfh1-off respiration, WST-1 reduction, 72 h; higher fold induction means a stronger effect;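 active = fold induction of absorbance versus untreated yeast above a set limit, then at least 30% activation at any dose in follow-up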;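 note: activators that raise dye reduction in frataxin-depleted yeast; strong numbers were not always called active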
human PMI inhibition – inhibitors of human PMI, primary screen, biochemical, fluorescence intensity, coupled assay (AID 1209); purified PMI enzyme, coupled fluorescence intensity; higher % means a stronger effect; inhibition, % at 20 µM; hits with a dose series show IC50 in µM; hit rate 0.42% among 190,000;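 note: plate controls were DMSO vehicle for no effect and wells lacking substrate for full effect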
human PMI inhibitors – MPI inhibition at elevated mannose 6-phosphate – biochemical, fluorescence intensity, high mannose 6-phosphate, primary screen (AID 1220); recombinant PMI enzyme, coupled fluorescence intensity; higher % means a stronger effect; hit rate 0.66% among 190,000; inhibition, % at 20 µM; hits with a dose series show IC50 in µM
Autophagy HCS – alters autophagy in cells; MEF GFP-LC3 puncta imaging; test concentration mostly 10 µM; AID 463193; hit rate 0.98% among 190,000; calls only at 10 µM (by protocol);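 active = percentage of spot-positive cells more than 3 SD above its plate mean, without a fluorescence outlier flag or 80% toxicity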;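 note: spot-positive cell cutoff set from DMSO-treated cells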
Ins promoter up – MIN6 insulin promoter up-regulation. MIN6 insulin promoter-GFP reporter, high-content imaging; hits give high values. z-score at 5 µM. hit rate 0.3% among 190,000;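 active = z-score above 3 at 5 µM with at least 500 cells counted in the well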
bCat nuc transl – alters nuclear translocation of beta-catenin in HeLa cells | nuclear translocation activity, % at 5 µM | hit rate 0.3% among 190,000 | immunofluorescence imaging;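 active = nuclear translocation activity above 50% at 5 µM, with a well cell count of 50 or more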;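 note: per-cell ratio of nuclear to cytoplasmic median beta-catenin stain intensity; plate controls were DMSO negative control for no effect and GSK-3 inhibitor IX positive control for full effect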
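Technique: fluorescence imaging of beta-catenin antibody stain plus DAPI / Material: human HeLa cell line / Incubation: compound treatment 24 h, 37°C, 5% CO2 / Read-out basis: % activation of per-cell nuclear versus cytoplasmic median beta-catenin signal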
Dynein transport – dynein cargo transport inhibition; hit rate 0.47% among 220,000; z-score, hits read low; 3617.4 mouse cells, GR-EGFP nuclear translocation imaging; test concentration mostly 20 µM; stimulated with dexamethasone, 1 µM; hits give low values;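 active = plate z-score of nuclear minus cytoplasmic receptor signal below a set negative limit, without overly bright fluorescence or cell loss, cut at about -3.5 in these data, passing the limit was not always enough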;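 note: z-score of nuclear minus cytoplasmic ring GR-EGFP intensity difference per well; some compounds called inactive have numbers as strong as hits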
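Buffer or medium: tet-free, stripped-serum medium; reagent: dexamethasone at 1.0 µM final, 30 min; incubation: 48 h induction, 1 h compound, 30 min dex at 37 °C; measured by: formaldehyde fixation, Hoechst nuclear stain, 10x automated fluorescence imaging; read-out: nuclear-to-cytoplasmic GR-EGFP distribution per well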
WT yeast gro inh – growth inhibition of WT yeast, mitochondrial fusion screen. mitochondrial fusion phenotypic screen, WT strain. hit rate 2.1% among 190,000. inhibition, % at 10 µM; in the data active = inhibition above about 58%; tested in S. cerevisiae
WT yeast gro inh mutant strain – second read-out of WT yeast gro inh, no call of its own (marks repeat the call); inhibition, %; mitochondrial fusion phenotypic screen, mutant strain inhibition
Dynein transport cytoplasmic EGFP – recorded beside Dynein transport, whose call it bears; z-score; measured here: cytoplasmic GR-EGFP intensity; hits give high values
Dynein transport nuclear GR-EGFP – further read-out of Dynein transport, marked with its call; z-score; measured here: nuclear GR-EGFP intensity;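 lower value marks the stronger effect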
Dynein transport cell count – recorded beside Dynein transport, whose call it bears; z-score; measured here: cell count per field
Ins promoter up cell count – recorded beside Ins promoter up, whose call it bears; cell count; measured here: cytotoxicity, nuclei count;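 total cells summed across four imaged fields per well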
bCat nuc transl cell count 5 µM – second read-out of bCat nuc transl, no call of its own (marks repeat the call); cell count; measured here: cell count, cytotoxicity flag
MT stabilize HCS Hoechst-high % – second read-out of MT stabilize HCS, no call of its own (marks repeat the call); % Hoechst-high responders; measured here: nuclear condensation Hoechst responders;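 share of cells brighter than vehicle mean plus two SD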
MT stabilize HCS cytotoxicity % – second read-out of MT stabilize HCS, no call of its own (marks repeat the call); toxicity, %; measured here: cytotoxicity by cell density;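 0% = mean cell density of plate MIN control wells and 100% = no cells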
Autophagy HCS cell loss 18 h – second read-out of Autophagy HCS, no call of its own (marks repeat the call); toxicity, %; measured here: cell loss, nuclei count;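 cell loss after 18 h compound exposure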
Numbers without * were called inactive; i = inactive; / = not tested or not shown; + = active, no number; & = joins results of further samples. Cut-off read from the data, not from the text of the source, unless noted: active = inhibition above about 50%; inactive = the rest.

Results follow in this order: MT stabilize HCS, MT stabilize HCS Hoechst-high %, MT stabilize HCS cytotoxicity %, Yfh1-off respiration, human PMI inhibition, human PMI inhibitors, Autophagy HCS, Autophagy HCS cell loss 18 h, Ins promoter up, Ins promoter up cell count, bCat nuc transl, bCat nuc transl cell count 5 µM, Dynein transport, Dynein transport cytoplasmic EGFP, Dynein transport nuclear GR-EGFP, Dynein transport cell count, WT yeast gro inh, WT yeast gro inh mutant strain
CCn1c(Cc2ccccc2)nnc1SCC(=O)Nc1ccc(N2CCOCC2)c(Cl)c1
  3.0, 0.9, 5.8, i, 7%, 8%, i, 9, -0.47, 2069, -1.7, 1043, 0.65, 0.024, 0.031, -0.6, 0, 3
COc1ccc(OC)c(NC(=O)CSc2nnc(Cn3c(=O)sc4ccccc43)n2C)c1
  3.7, 2.2, 6.1, i, 0%, 1%, i, 11, -0.37, 1319, /, /, 2.3, 0.046, 1.6, -2.5, 6, 6
CC(C)CC(NC(=O)c1ccccc1NC(=O)c1ccccc1)C(=O)O (stereo unspecified)
  1.5, 1.3, 12, i, -26%, -12%, i, -34, 0.69, 1322, 0.7, 1004, 0.97, -0.17, 0.95, -0.6, 7, 12
Cc1cccc(C(C)C)c1NC(=O)CN(C)Cc1cccc(F)c1
  2.1, 1.8, 5.2, i, -5%, -6%, i, 6, -0.69, 1398, -3.7, 583, -0.64, -0.25, -0.06, 1.8, -1, -4
Cc1ccc(S(=O)(=O)N[C@@H](Cc2ccccc2)C(=O)CCl)cc1
  3.7, 2.8, 14, i, -23%, -11%, i, 8, /, /, 0.3, 332, -4.5*, 1.7*, -1.9*, 0.3*, 45, 43
COc1ccc(CCNS(=O)(=O)c2cc(C(=O)O)c(Cl)cc2Cl)cc1
  3.2, 1.3, 3.8, i, 5%, 2%, i, 33, 0.47, 1563, -5.7, 1114, -0.25, -0.31, 0.32, 0.34, -5, -16
Cc1cc(C)nc(/N=C/c2c(O)n(C)c(=O)n(C)c2=O)n1
  /, /, /, /, -7%, -10%, /, /, 2.3, 1214, -2.2, 874, /, /, /, /, /, /
O=C1NCCN1Cc1ccc(Cl)cc1
  /, /, /, i, -6%, -4%, i, -16, -0.04, 1395, 0.0, 1110, -1, 0.27, -0.16, 1.3, -13, -12
COc1ccc(NS(=O)(=O)c2ccc(OC)c(OC)c2)cc1OC
  2.6, 2.4, 6.7, i, -9%, -8%, i, 2, 0.14, 1002, -2.5, 1280, -0.79, -0.16, -0.22, 0.79, 1, 3
CC(=O)c1cccc(NC(=O)N2CCCC2C(=O)Nc2cccc(C)c2C)c1 (stereo unspecified)
  3.0, 1.5, 4.7, i, -3%, -7%, i, 15, 0.83, 1087, 0.6, 1186, 0.44, -0.37, 0.027, 0.14, -5, -7
CCc1cccc(NC(=O)NC(=O)Cn2nnc(C(=O)OC)c2C(=O)OC)c1
  2.7, 2.1, 0.9, i, 16%, 4%, i, 10, 0.94, 1476, -0.7, 1011, -0.15, -0.24, 0.073, 0.053, -3, 4
CC1(c2ccccc2Cl)NC(=O)N(CC(=O)NCCC2=CCCCC2)C1=O (stereo unspecified)
  6.8, 3.1, 7.1, i, -10%, -4%, i, -3, -0.84, 1335, -3.5, 1058, 0.016, -0.27, 0.29, 0.89, -8, 15
CCn1c(SCC(=O)N/N=C/c2ccc(C)s2)nc2ccccc21
  20*, 42*, 57*, i, 8%, 10%, i, 18, 0.1, 1320, 46, 70, 0.31, -0.17, 0.23, -0.71, 22, 3
O=C1C2C3c4ccccc4C(c4ccccc43)C2C(=O)N1c1ccncc1 (stereo unspecified)
  4.2, 1.6, 1.3, i, -7%, -2%, +, -11*, -0.06, 1495, -0.4, 1041, 3.8, 0.19, 3.8, -2.7, 12, -2
CCOC(=O)c1c(C)[nH]c(C(=O)COC(=O)CCS(=O)(=O)c2ccc(C)cc2)c1C
  5.7, 3.6, 3.0, i, 8%, 7%, i, 3, -0.5, 1328, /, /, -0.57, -0.19, -0.61, 0.85, -2, 15
COc1ccc(NC(=O)Nc2cc(C)cc(C)c2)cn1
  /, /, /, i, /, /, /, /, 0.01, 1045, 1.3, 1245, -0.15, -0.24, 0.24, -0.49, /, /
Nc1cc(=O)nc(SCC(=O)Nc2ccccc2Cl)n1-c1ccccc1
  2.6, 2.1, 5.1, i, 3%, 5%, i, -3, -0.18, 1200, -1.3, 1136, -0.29, -0.24, -0.39, 0.84, 14, -6
CCCCn1nc2cc(C(=O)NCc3ccco3)ccc2c1OCC
  2.3, 1.1, 5.6, i, 2%, 6%, i, 13, -0.29, 1574, -2.0, 1369, 0.85, -0.15, 1, -0.66, 8, 7
c1coc(Cn2nnnc2CN2CCN(C3CCCC3)CC2)c1
  2.0, 1.9, 6.1, /, 1%, -1%, i, 0, 0.59, 1861, -0.6, 1046, -0.89, -0.25, -0.25, 0.3, 5, 7
Nc1nc(Nc2ccccc2)nc(NCc2ccccc2)c1[N+](=O)[O-]
  /, /, /, i, /, /, /, /, -0.12, 1120, -0.1, 1332, 1.7, 1.4, 1.1, 0.084, /, /
COc1ccc(C(=S)N2CCN(c3cccc(Cl)c3)CC2)cc1
  /, /, /, i, /, /, /, /, 0.74&-0.31, 1413&1040, -0.6&-0.8, 1281&1313, 0.25&-0.33, -0.23&-0.66, 0.11&0.017, -0.71&-0.15, /, /
O=C1CC(Cc2ccccc2)C(=O)N1Cc1ccco1 (stereo unspecified)
  1.5, 1.6, 10, i, 6%, -4%, i, 0, 0.23, 1529, -1.2, 1364, -1, -0.11, -0.64, 0.27, 7, 8
Cc1cc(C)nc(NCCO)n1
  3.6, 2.4, 5.9, i, 5%, 3%, i, -6, 0.49, 1645, -0.5, 1599, 0.0011, -0.31, 0.12, 0.19, -10, 0
O=c1c(Cl)c(N2CCOCC2)cnn1-c1nc2ccccc2[nH]1
  2.4, 3.0, 0.9, i, -10%, -11%, i, 4, -0.68, 1363, -0.6, 1119, -0.46, -0.37, -0.33, -0.16, 11, 0
COc1cc(C2=NOC(C(=O)Nc3cccnc3)C2)cc(OC)c1OC (stereo unspecified)
  2.2, 2.1, 5.1, i, -4%, -4%, i, -13, -0.56, 1052, /, /, -0.69, -0.23, -0.6, 1, -2, 25
COc1ccc(OC)c(NC(=O)C2C3C=CC(C3)C2C(=O)NCc2ccccn2)c1 (stereo unspecified)
  4.3, 4.1, 9.6, i, -3%, 2%, i, 14, -0.17, 1218, -4.6, 976, -1, 0.063, -0.26, 0.28, 7, 15
CCCCCOc1ccc(CSCCNC(=S)Nc2ccccc2)cc1
  2.3, 3.6, 7.2, i, 15%, 17%, i, -1, 1, 1431, -2.1, 1122, 0.19, -0.24, 0.37, -0.36, 68*, 5.0*
Cc1ccc(C(C)n2cc(C(=O)NCCN3CCN(C)CC3)nn2)cc1 (stereo unspecified)
  3.7, 3.2, 9.4, i, 19%, 16%, i, 4, 0.73, 1602, 0.1, 1072, 0.33, -0.35, 0.078, 0.43, -20, -30
CCOC(=O)c1c(NC(=O)c2cccs2)sc(C)c1C
  3.6, 0.0, 28, i, -9%, -15%, i, -1, -0.24, 1249, 1.3, 1166, -3.6, 2.2, -1.7, -5.9, -18, 3
COc1ccc(S(=O)(=O)N2CCC(C(=O)NCc3cccs3)CC2)cc1
  1.9, 2.0, 8.0, i, 2%, -4%, i, 1, -0.23, 1469, -0.8, 1030, 2, 0.2, 1.1, -2.2, -3, -5
CCOC(=O)c1c(C)[nH]c(C(=O)CN2C(=O)C(=O)N(CC(C)C)C2=O)c1C
  1.7, 1.2, 3.0, i, -5%, -4%, i, -7, -0.69, 1247, -0.2, 1065, 0.18, -0.093, 0.00083, 0.71, -3, -22
CCOC(=O)C1CCN(Cc2coc3ccc(Cl)cc3c2=O)CC1
  1.6, 1.8, 2.0, i, 2%, 1%, i, -7, -0.02, 1672, -1.0, 1107, 0.14, -0.13, 0.27, -1.2, -4, 1
CN(C)CCSc1nc(-c2ccccc2)nc2c1COC(C)(C)C2
  1.5, 1.3, 7.6, i, 1%, -2%, i, -7, 0.12, 909, -4.3, 1254, 0.65, 0.15, 0.46, -0.21, 4, 21
CCCCNC(=O)/C=C/c1ccc(S(=O)(=O)Nc2ccc(OC)cc2)cc1
  7.8, 3.2, 4.2, i, 5%, 3%, i, 3, -0.06, 1394, -4.7, 1163, -0.26, -0.33, 0.19, -0.098, -12, 11

Compound activity from PubChem.
